# Bioassay records (PubChem BioAssay)
# AmpC inh detg = qHTS Inhibitors of AmpC Beta-Lactamase (assay with detergent); AmpC hydrolysis of nitrocefin, absorbance 480 nm, 0.01% Triton; Potency, µM (doses to about 114 µM), for inactives: top-dose activity change, negative = inhibition, most hits filed as inhibitors; actives 0.041% (n = 370,000); AID 485294, 2010;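 note: potency is the fitted concentration of half-maximal effect; 0% = no-compound wells and -100% = no-enzyme wells; nearly all actives have a fitted effect of over 25% in size; some results filed as inactive show a strong effect at the top dose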
# Target sequence (P00811 whole entry, looked up): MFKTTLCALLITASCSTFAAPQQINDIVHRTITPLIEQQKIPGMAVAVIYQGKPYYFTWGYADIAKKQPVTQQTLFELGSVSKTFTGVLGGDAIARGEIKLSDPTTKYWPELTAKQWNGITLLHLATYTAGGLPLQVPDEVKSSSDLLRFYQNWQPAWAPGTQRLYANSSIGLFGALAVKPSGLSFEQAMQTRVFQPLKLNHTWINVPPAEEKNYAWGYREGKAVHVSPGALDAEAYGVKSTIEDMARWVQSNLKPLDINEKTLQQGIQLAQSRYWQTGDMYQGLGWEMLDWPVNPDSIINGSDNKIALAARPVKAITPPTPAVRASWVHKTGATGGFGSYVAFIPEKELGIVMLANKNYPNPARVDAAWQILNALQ
#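 AmpC (5.3 nM in the dispensed reagent) in 20 mM phosphate pH 7.0 with 0.01% (detergent screen) or 0.0001% Triton X-100 was preincubated with compounds for 15 min at room temperature. Nitrocefin was then added from an 800 uM solution, and hydrolysis was followed at 480 nm.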
# FBPA Giardia inh = qHTS Assay for Inhibitors of Fructose-1,6-bisphosphate Aldolase from Giardia Lamblia. A8B2U2. purified Giardia FBPA. Potency, µM (titrated, usually from 59.6 µM), without a hit: at the top dose activity, negative = inhibition, usual class: inhibitors. actives 0.71% (n = 290,000). AID 2451, 2010; note: potency is the fitted concentration of half-maximal effect; nearly all actives have a fitted effect of over 55% in size
# Target sequence (A8B2U2 whole entry, looked up): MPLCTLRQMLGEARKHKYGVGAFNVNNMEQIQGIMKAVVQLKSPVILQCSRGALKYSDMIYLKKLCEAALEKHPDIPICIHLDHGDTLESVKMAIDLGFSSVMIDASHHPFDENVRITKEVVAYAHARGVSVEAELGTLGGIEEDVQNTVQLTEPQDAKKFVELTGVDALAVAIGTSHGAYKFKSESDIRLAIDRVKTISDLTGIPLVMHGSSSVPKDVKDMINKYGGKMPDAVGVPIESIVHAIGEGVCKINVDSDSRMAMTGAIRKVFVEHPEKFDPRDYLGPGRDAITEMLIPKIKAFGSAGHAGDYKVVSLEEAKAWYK
#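 Giardia FBPA (40 nM reagent) was preincubated 10 min at RT with compound (up to 57.5 uM final), then substrate plus GAPDH/TPI/NAD/arsenate coupling system with diaphorase/resazurin was added; resorufin fluorescence (525/598 nm) was read after 20 min.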
# Sm TGR inh = qHTS Assay for the Inhibitors of Schistosoma Mansoni Peroxiredoxins | Schistosoma mansoni thioredoxin glutathione reductase (TGR), Q962Y6 | purified TGR, DTNB reduction, TNB absorbance 405 nm | Potency, µM (highest dose often 114 µM), for inactives: top-dose activity change, negative = inhibition, actives largely listed as inhibitors | actives 3% (n = 360,000) | AID 485364, 2010; note: potency is the fitted concentration of half-maximal effect; nearly all actives have a fitted effect of over 60% in size
#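 Kinetic colorimetric format: TGR-catalysed, NADPH-driven DTNB reduction monitored via TNB absorbance. Enzyme dispensed at 20 nM; compound exposure 15 min at room temperature before reaction start.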
# HCV inhibitor = qHTS Assay for Inhibitors of Hepatitis C Virus (HCV); AID 651820, 2012; Huh7.5.1 HCVcc-Cre infection, luciferase reporter, 44 h; Potency, µM (highest dose often 41.8 µM), for inactives: at the highest dose activity change, negative = inhibition, usual class: inhibitors; actives 3.4% (n = 340,000); note: potency is the fitted concentration of half-maximal effect
#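 HCVcc-Cre virus at an moi near 0.5 was added right after compound to cells cultured 4 h from seeding (1,000 cells/well). Luciferase activity was determined 44 h later, 15 min after substrate addition at RT.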
# AmpC no deterg = qHTS Inhibitors of AmpC Beta-Lactamase (assay without detergent) | AmpC nitrocefin hydrolysis, absorbance 480 nm, 0.0001% Triton | actives 0.52% (n = 330,000) | P00811 | Potency, µM (doses to about 57.1 µM), without a hit: top-dose activity change, negative = inhibition, hits mostly inhibitors | AID 485341, 2010;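 note: potency is the fitted concentration of half-maximal effect; plate controls were no compound for no effect and no enzyme for full effect; nearly all actives have a fitted effect of over 20% in size; some results filed as inactive show a strong effect at the top dose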
#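 20 mM phosphate pH 7.0 + 0.01% (detergent screen) or 0.0001% Triton X-100; 5.3 nM AmpC reagent; cpd preinc 15 min RT; nitrocefin (800 uM stock) to start; A480 q20 s × 4 min; Activity was normalised to no-enzyme and no-compound control wells.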
# HCMV inh = qHTS Assay for inhibitors of the human cytomegalovirus (HCMV); HFF cells, HCMV-luciferase reporter, 72 h; stronger effect = lower value; activity change, negative = inhibition, % at 57.5 µM; actives 4.5% (n = 410,000); AID 1259415, 2018; in the data active = activity change below about -60%; inconclusive = no clear call, values can overlap the other calls; inactive = above about -39%
#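 Two-dose cell screen: HFF monolayers treated with compounds and infected with luciferase-expressing HCMV at 1 PFU/cell, 72 h at 37C, then lysed for luciferase measurement.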
# Active calls of the source: *; ? = inconclusive; . = not tested or not shown; & = joins results of further samples; [ ] = another dose, or the depositor's remark. Unless noted, calls come from the whole dose curve; as a rule, active = well fitted curve in the direction sought with a large enough effect; inconclusive = small, poorly fitted or top-dose-only effect, or another doubt; inactive = no such curve, though single readings can be large; an effect the other way counts as inactive or inconclusive. Unless noted, % is set by controls: 0 for no effect and ±100 for the full control effect.
SMILES,AmpC inh detg,FBPA Giardia inh,Sm TGR inh,HCV inhibitor,AmpC no deterg,HCMV inh
O=c1c2ccccc2nc(SCc2ccccc2F)n1C1CCCC1,?,5%,-1%,11%,-2%,-25
CC(C)(C)OC(=O)N1CCN(C(=O)c2[nH]cnc2C(=O)NCC(=O)OCc2ccccc2)CC1,-12%,?,-14%,10%,49%,-17
Cc1ccccc1/C=C\c1nc2ccccc2c(=O)n1Cc1ccccc1,?,4%,-11%,2%,-32%,8
COc1cc(/C=C2\C(=N)N3N=C(N4CCOCC4)SC3=NC2=O)ccc1OC(=O)c1ccccc1,-9%,8%,1%,11%,55%,9
Cc1cc(=O)[nH]c(SCC(=O)c2ccc(F)c(C)c2)n1,-3%,-18%,-30%,22%,-19%,?
CSc1ccc(/C=N\Nc2nncn2N)cc1,0%,?,8%,-17%,-25%,?
Cc1ccc(-c2nc3[nH]c(=O)cc(NC(=O)c4cccs4)n3n2)cc1,0%,-1%,5%,12%,-24%,-29
COc1ccc(NC(=O)CC2C(=O)N(c3ccc(Cl)cc3)C(=S)N2CCc2ccncc2)cc1 (stereo unspecified),-9%,1%,1%,8%,38%,-22
CC1CCCCC1NC(=O)CC1Oc2ccccc2NC1=O (stereo unspecified),?,1%,0%,4%,-2%,-66*
CC1CCC[C@H](O)CCCCCc2cc(O)cc(O)c2C(=O)O1 (stereo partly specified),-9%&2%,14%&10%,8%&-2%,1%[8.37 µM],-30%&-43%,?
O=C(CNC1CCN(Cc2ccccc2)CC1)Nc1ccc(S(=O)(=O)N2CCCCC2)cc1,-4%,0%,0%,-9%,14%,?
COc1ccc(Cc2nc3ccccc3[nH]2)cc1OC,5%,-9%,6%,?,-13%,-1
S=C(Nc1ccc(Cl)c(Cl)c1)N1CCN(c2ccccn2)CC1,-5%,-4%,-17%,-25%,-23%,18
Cc1ccc2oc3c(c(=O)c2c1)C(c1cccc(O)c1)N(c1ccccn1)C3=O (stereo unspecified),-5%,1%,3%,-7%,3.5µM*,20
Cc1ccc(SC(C)C(=O)Nc2ccc(S(=O)(=O)N3CCOCC3)cc2)cc1 (stereo unspecified),-3%,-2%,1%,?,14%,-11

# Compounds above with an aryl methoxy group (3):
SMILES,AmpC inh detg,FBPA Giardia inh,Sm TGR inh,HCV inhibitor,AmpC no deterg,HCMV inh
COc1cc(/C=C2\C(=N)N3N=C(N4CCOCC4)SC3=NC2=O)ccc1OC(=O)c1ccccc1,-9%,8%,1%,11%,55%,9
COc1ccc(NC(=O)CC2C(=O)N(c3ccc(Cl)cc3)C(=S)N2CCc2ccncc2)cc1 (stereo unspecified),-9%,1%,1%,8%,38%,-22
COc1ccc(Cc2nc3ccccc3[nH]2)cc1OC,5%,-9%,6%,?,-13%,-1

# Carrying on:
SMILES,AmpC inh detg,FBPA Giardia inh,Sm TGR inh,HCV inhibitor,AmpC no deterg,HCMV inh
COc1ccc(CCn2c(C)cc(C(=O)CSc3nnnn3C)c2C)cc1,1%,5%,?,5%,-1%,14
N=c1c(S(=O)(=O)c2ccccc2)cc2c(=O)n3ccccc3nc2n1CC1CCCO1 (stereo unspecified),3%,1%,3%,?,-19%,32
O=C(Nc1ccc(F)cc1)c1ccc2nsnc2c1,7%,-17%,5%,?,-29%,3
COc1cc(C2c3c(oc4ccccc4c3=O)C(=O)N2c2nccs2)ccc1O (stereo unspecified),3%,-2%,?,8%,-6%,?
CC(C)CC1Nc2ccc(C(=O)NCCCN3CCOCC3)cc2NC1=O (stereo unspecified),-6%,-5%,-2%,0%,50%,-10
CCOC(=O)CNC(c1ccccc1)c1cc(Br)ccc1NC(=O)c1cccc(Cl)c1 (stereo unspecified),5%,.,0%,.,.,-29
O=C(O)c1ccc(N/N=C/c2ccc(-c3ccc(Br)cc3)o2)cc1,6%,-3%,-2%,8%,-22%,15
Cc1cc(C(=O)OCC(=O)Nc2c(Cl)cccc2Cl)c(C)o1,.,.,.,-2%,-13%,-31
CC(C)CCP(=O)(O)c1ccccc1,2%,1%,2%,3%,-18%,-5
CCS(=O)(=O)N1Cc2ccccc2CC1C(=O)NCC12CC3CC(CC(C3)C1)C2 (stereo unspecified),-1%,1%,-2%,5%,72%[activator],-10
CCCN1CCN(C(=O)Cn2c(-c3cccs3)cc3cc(F)ccc32)CC1,12%,.,0%,.,.,0
CCOC(=O)c1c(C)c(C(=O)NCc2ccc3c(c2)OCO3)c(C)n1C,?,-5%,2%,-28%,2%,-16
CCOc1ccccc1C1C(C#N)=C(N)Oc2n[nH]c(CC)c21 (stereo unspecified),-2%,-13%,?,7%,-30%,-26
C[C@@H](OC(=O)c1[nH]cnc1C(=O)N1CCN(C(=O)OC(C)(C)C)CC1)c1ccccc1,.,.,.,16%,70%[activator],32
COc1ccc(C2C(C(=O)c3ccco3)=C(O)C(=O)N2c2nnc(C)s2)cc1 (stereo unspecified),-1%,?,.,5%,2%,39
COc1cc(C=C2C(=O)NC(=O)NC2=O)ccc1OCc1ccc([N+](=O)[O-])cc1,-10%,-21%,25µM*,-4%,-52%,-30
CCCNC(=O)C(Cc1ccc(I)cc1)NC(=O)c1ccc(C#N)cc1 (stereo unspecified),0%,.,-10%,13%,-21%,-11
COc1cc(NS(=O)(=O)c2cc3[nH]c(=O)c(=O)[nH]c3cc2C)cc(OC)c1OC,-11%,?,-7%,9%,-3%,1
O=C(CCC(=O)n1ncc2ccccc21)NCc1ccc(F)cc1,-5%,9%,-10%,11%,-11%,41
CCOc1ccc(/C=C2\SC(=S)N(CCCC(=O)NCCCN3CCOCC3)C2=O)cc1,6%,10%,-1%,-16%,102%[activator],-95*
Clc1ccc(C2[C@H]3CN(Cc4ccc(-c5ccccc5)cc4)[C@H](c4ccccc4)C34CC2(c2ccccc2)C4)cn1 (stereo partly specified),-1%,2%&2%,?,12%,-36%,-17
COC(=O)c1cc(Br)c(=O)n(Cc2ccc(OC)c(OC)c2)c1,7%,0%,5%,2%,-14%,-9
Cc1cccc(-n2c(CNC(=O)COc3ccccc3)nnc2SCC(=O)Nc2nccs2)c1,-10%,0%,0%,12%,61%[activator],6
Cn1ncc(Br)c1C(=O)N1CCCCCC1,1%,.,0%,8%,-1%,11
Cc1cc(Nc2cccc(F)c2)nc(-c2ccccc2O)n1,-6%,1%,-25%,4.5µM*,-39%,-27
O=C(NCC(c1ccco1)N1CCOCC1)c1ccc(F)c(F)c1 (stereo unspecified),0%,.,?,19%,-12%,-21
O=C(CNC(c1ccccc1)c1ccccc1)Nc1ccccc1Br,-4%,-5%,-3%,0%,-8%,.
Cn1c(CCNC(=O)c2ccco2)nc2cc(NC(=O)NC3CCCCC3)ccc21,9%,-4%,5%,11%,-33%,7
Cc1ccc(S(=O)(=O)N(C)c2ccc(C(=O)N3CCOCC3)cc2)cc1,-12%,5%,-9%,3%,5%,-11
Cc1ccc(-c2nc(CSCC(=O)Nc3cc(C)on3)c(C)o2)cc1,?,-2%,3%,?,1%,-32
Cc1cc2nc(C)n(CCCNC(=O)Nc3ccc(F)cc3)c2cc1C,-4%,1%,5%,-27%,62%[activator],-40
CC1(C)CC(=O)/C(=C(\O)c2ccccc2)C(=NCCO)C1,2%,4%,-16%,17%,-5%,21
Cc1cc(C)c(S(=O)(=O)NCC(c2cccs2)S(=O)(=O)c2ccccc2)c(C)c1 (stereo unspecified),10%,.,0.32µM*,.,.,?
Cn1c(CNc2nc(-c3ccccc3)cs2)nnc1SCC(=O)c1ccccc1,?,-9%,1%,-5%,2%,53
O=C(Cn1cc(C(=O)C(F)(F)F)c2ccccc21)NCc1ccco1,6%,0%,1%,-11%,-15%,-31
CCCCCn1c(SCCc2ccccc2)nc2c1c(=O)[nH]c(=O)n2C,-8%,9%,0%,?,-19%,-21
CCOC(=O)c1ccc(NC(=S)NCc2ccccc2)cc1,?,-2%,?,-5%,-45%,-38
O=C(CSc1ccccc1)NCCc1ccc(F)cc1,1%,-7%,5%,-2%,2%,?
C=C(C)c1cccc(C(C)(C)NC(=O)Nc2ccc(C(C)=O)cc2)c1,0%,1%,4%,?,-42%,58
Cn1cc(CN2CCCC(C(=O)c3ccc(-c4ccccc4)c(F)c3)C2)cn1 (stereo unspecified),5%,1%,5%,?,91%[activator],-13
Cc1ccc(C(=O)O/N=C(\c2ccccc2)c2ccncc2)cc1,-13%,2%,2%,3%,-12%,-3
COc1ccc(Cl)cc1NC(=O)c1nc(S(C)(=O)=O)ncc1N(Cc1ccc(C)cc1)Cc1ccco1,10%,.,7%,.,.,?
CCOC(=O)C1=C(NC(=S)NC(=O)c2ccccc2)c2ccccc2CC12CCCC2,-13%,-3%,0%,?,-17%,-99*
CC(C)(C)c1ccc(OCC(O)CN2CCN(C(=O)c3ccccc3)CC2)cc1 (stereo unspecified),3%,14µM*,1%,-1%,155%[activator],10
CCN(c1cccc(C)c1)S(=O)(=O)c1ccc2c(c1)CCN2C(C)=O,-8%,18%,-1%,11µM*,60%,?
CC(C)(C)C(=O)CSc1nnc(Nc2ccccc2)s1,0%,0%,-8%,5%,-29%,-9
Cc1cc(C)n2ncc(/C(N)=N/OC(=O)Nc3ccccc3)c2n1,9%,?,-8%,-23%,-24%,8

# A draw from above in order of length of the SMILES, smallest number first:
SMILES,AmpC inh detg,FBPA Giardia inh,Sm TGR inh,HCV inhibitor,AmpC no deterg,HCMV inh
Cc1ccc(C(=O)O/N=C(\c2ccccc2)c2ccncc2)cc1,-13%,2%,2%,3%,-12%,-3
Cc1cc2nc(C)n(CCCNC(=O)Nc3ccc(F)cc3)c2cc1C,-4%,1%,5%,-27%,62%[activator],-40
Cc1cc(C)n2ncc(/C(N)=N/OC(=O)Nc3ccccc3)c2n1,9%,?,-8%,-23%,-24%,8
Cn1c(CNc2nc(-c3ccccc3)cs2)nnc1SCC(=O)c1ccccc1,?,-9%,1%,-5%,2%,53
CCOC(=O)C1=C(NC(=S)NC(=O)c2ccccc2)c2ccccc2CC12CCCC2,-13%,-3%,0%,?,-17%,-99*
